Compound activity (PubChem BioAssay)
PLC-beta3 inh = PLC-beta3 (human) inhibition, primary screen; Q01970; Purified PLC-beta3, fluorogenic substrate, fluorescence; inhibition, % at 12.2 µM; 370,000 tested, 0.18% active; AID 720704; in the data active = inhibition above about 11%;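 note: 0% = median of compound wells on plate and 100% = full blocker control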
Tn6 DDE FP = inhibitors of Tn6 peptide binding to human fibrin DD(E). Fibrin DD(E) TRITC-Tn6 fluorescence polarization displacement. inhibition, % at 8.3 µM. 370,000 tested, 0.21% active;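 active = inhibition above a per-campaign cutoff: mean of compounds within control limits plus 3 SD, cut at about 15% in these data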;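 note: 0% = median of all compound wells on the plate and 100% = blocking peptide control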
UHRF1 MBD2 ctr = blocks human UHRF1 binding to methylated DNA | 370,000 tested, 0.75% active | UHRF1 binding to methylated oligo, TR-FRET | inhibition, % at 4.4 µM; in the data active = inhibition above about 21%;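 note: UHRF1 SRA domain binding a hemimethylated CpG hairpin DNA probe; 0% = median of test compound wells and 100% = reference inhibitor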
Target sequence (Q96T88 whole entry, looked up, the tested form may be a part): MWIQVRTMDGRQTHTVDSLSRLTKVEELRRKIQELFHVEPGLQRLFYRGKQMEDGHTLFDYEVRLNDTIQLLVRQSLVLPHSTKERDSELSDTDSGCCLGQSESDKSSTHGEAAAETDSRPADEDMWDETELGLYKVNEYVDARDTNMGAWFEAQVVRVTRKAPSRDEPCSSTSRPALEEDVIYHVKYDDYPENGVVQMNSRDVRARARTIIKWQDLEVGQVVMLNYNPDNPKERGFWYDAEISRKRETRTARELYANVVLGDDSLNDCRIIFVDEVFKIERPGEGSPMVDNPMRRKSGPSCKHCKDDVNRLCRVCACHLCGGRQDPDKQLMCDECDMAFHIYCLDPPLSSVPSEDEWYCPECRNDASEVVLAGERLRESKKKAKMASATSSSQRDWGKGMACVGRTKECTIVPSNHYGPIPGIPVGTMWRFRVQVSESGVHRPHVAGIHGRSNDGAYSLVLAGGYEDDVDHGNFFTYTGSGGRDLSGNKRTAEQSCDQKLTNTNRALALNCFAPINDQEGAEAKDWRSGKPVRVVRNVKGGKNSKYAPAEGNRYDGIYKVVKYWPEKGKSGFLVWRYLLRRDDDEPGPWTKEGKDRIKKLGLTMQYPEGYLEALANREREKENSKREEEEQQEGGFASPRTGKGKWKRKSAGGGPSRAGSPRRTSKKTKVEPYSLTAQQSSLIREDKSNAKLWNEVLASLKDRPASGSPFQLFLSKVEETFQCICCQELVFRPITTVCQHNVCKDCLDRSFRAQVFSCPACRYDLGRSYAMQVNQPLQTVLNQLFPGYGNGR
MBD2 DNA inh = inhibitors of human MBD2 binding to methylated oligonucleotide; AID 686964; TR-FRET; 370,000 tested, 0.31% active; Q9UBB5; inhibition, % at 4.4 µM; in the data active = inhibition above about 13%
PLCg1 inh = PLC-gamma1 (human) inhibition, primary screen; P19174; AID 720700; inhibition, % at 12.2 µM; 370,000 tested, 0.84% active; purified PLC-gamma1, fluorogenic substrate, fluorescence; in the data active = inhibition above about 9.5%
ASAP1 GAP inh = ASAP1 ArfGAP inhibition; 360,000 tested, 0.19% active; inhibition, % at 16.5 µM; ASAP1-stimulated ARF1 GTP hydrolysis, GDP FP detection; in the data active = inhibition above about 25%;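 note: 0% = vehicle with enzyme and substrate and 100% = no enzyme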
DDE Tn7 FP inh = DD(E)-Tn7 binding inhibition, primary FP screen | AID 720508 | FP displacement of FITC-Tn7 peptide from fibrin DD(E); 0% = median of compound wells per plate | P02675 | inhibition, % at 8.3 µM | 370,000 tested, 0.13% active;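 active = inhibition above the mean of compounds falling within the control limits plus 3 SD of them, cut at about 14% in these data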;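 note: 0% = plate median of compound wells and 100% = 10 µM Aha-Tn7 peptide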
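System: human fibrin DD(E); quantity: Fibrin-DD(E) at 2 µM final; also added: fluorescent Tn7 probe at 0.1 µM; compound dosing: single nominal test concentration of 8.3 µM per compound; schedule: 10 min preincubation, 3 h with tracer, room temperature; detection: fluorescence polarization of the labelled Tn7 tracer; repeats: one replicate per compound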
ARFGAP1 inh = rat ARFGAP1 inhibition. 360,000 tested, 0.26% active. Arfgap1-stimulated ARF1 GTP hydrolysis, GDP FP detection. inhibition, % at 16.5 µM. AID 651572. Q62848;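 active = inhibition above a per-plate limit, mean inhibition of low control wells plus 3 SD, cut at about 25% in these data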;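 note: 0% = DMSO wells with enzyme and 100% = wells lacking Arfgap1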
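Material: rat Arfgap1 GAP domain (His6, aa 1-136), purified enzyme. Also added: human ARF1(Δ1-17)-GTP substrate. Compound dosing: 16.5 µM single point, 1.26% DMSO. Timing: enzyme reaction 120 min at 25 °C after 20 min preincubation. Signal: GDP detection by fluorescence polarization. Read-out basis: percent inhibition of GAP-stimulated GDP formation, scaled between DMSO and no-Arfgap1 medians.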
ADAM17 inh = inhibitors of human ADAM17 | recombinant ADAM17, EDANS/DABCYL FRET peptide cleavage | AID 720648 | P78536 | inhibition, % at 6.95 µM | 370,000 tested, 0.83% active;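 active = inhibition above the mean of compounds lying between control limits plus 3 SD, set per campaign, cut at about 8.5% in these data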;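 note: 0% = DMSO-only wells as the low control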
KLK7 zymogen act = activators of human kallikrein-7 zymogen | 370,000 tested, 0.9% active | AID 652039 | activation, % at 7 µM | P49862 | purified proKLK7, EDANS-DABCYL substrate fluorescence; 100% is mature enzyme control, 0% vehicle;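 active = activation above the mean of all tested compounds plus 3 SD, computed per campaign excluding outliers beyond control limits, cut at about 13% in these data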
Target sequence (P49862 whole entry, looked up): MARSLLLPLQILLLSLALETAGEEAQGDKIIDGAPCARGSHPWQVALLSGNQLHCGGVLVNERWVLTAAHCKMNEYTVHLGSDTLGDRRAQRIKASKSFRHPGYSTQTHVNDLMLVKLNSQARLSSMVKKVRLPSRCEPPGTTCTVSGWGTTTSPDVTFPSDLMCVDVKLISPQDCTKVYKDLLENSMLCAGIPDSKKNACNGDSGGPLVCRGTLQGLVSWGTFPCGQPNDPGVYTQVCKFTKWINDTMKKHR
Active calls of the source: *; i = inactive; . = no result given.

SMILES	PLC-beta3 inh	Tn6 DDE FP	UHRF1 MBD2 ctr	MBD2 DNA inh	PLCg1 inh	ASAP1 GAP inh	DDE Tn7 FP inh	ARFGAP1 inh	ADAM17 inh	KLK7 zymogen act
COc1cccc(NC(=O)c2cccc(N3C(=O)C4CCC(C)CC4C3=O)c2)c1 (configuration not stated)	-3	-5	3	-1	9	1	-6	3	8	-0.1
COc1ccc(N(C)S(=O)(=O)c2cccc3cccnc23)c(OC)c1	3	-3	0	4	0	4	-1	9	-4	-0.3
CC(=O)c1cnn(-c2ccc(Cl)c(Cl)c2Cl)c1C	-4	10	3	0	7	8	-2	2	2	-0.3
Cc1ccc(C)c(NC(=O)CCN2CCCC(C)C2)c1 (configuration not stated)	-7	-13	2	5	1	8	-4	19	0	0.0
C(=N\Nc1nc(Nc2ccccc2)nc(Nc2ccccc2)n1)/c1ccncc1	4	-1	-1	3	-1	-8	-4	1	-3	0.1
Cc1ccc2cccc(Oc3ncnc4scc(-c5ccccc5)c34)c2n1	-1	-3	4	5	2	0	-1	3	3	0.1
CCOc1ccc(S(=O)(=O)Nc2cccc(C(=O)NCCCN3CCCC3=O)c2)cc1	-8	-2	2	4	0	-3	2	0	-1	-0.7
CCN1C(C(=O)c2ccccc2)=C(Nc2ccccc2C)c2ccccc2S1(=O)=O	-1	5	0	4	0	1	2	1	0	-1.9
Cc1cccc2cc(CN(Cc3nnnn3Cc3ccco3)C3CCCC3)c3nnnn3c12	1	-4	0	-4	5	-11	-6	2	4	0.1
NNC(=O)CNC(c1ccccc1)c1cc(Br)ccc1NC(=O)c1cccc(Cl)c1 (configuration not stated)	-17	5	-2	0	-14	-3	-2	2	6	-2.9
COc1cccc(-c2nn3c(-c4cc(C)[nH]n4)nnc3s2)c1	0	2	11	6	2	-1	0	20	-6	-0.1
Cc1cc(C)c(COCc2cc(/C=N/O)c(C)cc2C)cc1/C=N/O	-1	14	3	4	-3	8	1	6	2	-0.4
COc1ccc(S(=O)(=O)N(C)C[C@H]2OCc3cn(nn3)CCCC(=O)N([C@@H](C)CO)C[C@@H]2C)cc1	1	3	3	1	2	-6	-1	5	-6	0.2
CCC(C)(C)C(=O)Nc1ncc(S(=O)(=O)c2ccc([N+](=O)[O-])cc2)s1	2	-2	0	-4	2	4	4	0	1	-0.3
O=C1CCC(C(=O)N2CCc3ccccc3C2)CN1CCCN1CCOCC1 (configuration not stated)	-7	-7	-2	3	-2	7	3	4	-4	0.4
CN=C1S/C(=C/c2cc(C)n(Cc3ccccc3)c2C)C(=O)N1C	-18	-5	-3	-3	-14	.	-7	.	0	.
Fc1ccccc1N1CCN(Cc2cccnc2)CC1	1	-4	2	4	-1	-1	0	4	-3	0.2
COc1ccccc1-n1nc(C)c(-c2ccccc2)c1N	3	6	3	0	5	-1	-1	13	2	-0.1
O=C1c2oc3ccc(Cl)cc3c(=O)c2C(c2cccc(Br)c2)N1CCO (configuration not stated)	-16	-6	2	0	-13	7	-5	-3	1	1.3
COc1cc(OC)c2c(c1)OC(c1ccc(OC)c(OC)c1)C(O)C2=O (configuration not stated)	-87	-4	3	5	-56	17	-1	3	-8	-0.8
CN(C)CCNC(=O)c1cccc(-c2cnc3c(NC=O)cc(-c4cccc(F)c4)cn23)c1	-32	2	-2	0	-26	10	-1	4	-6	-0.2
COc1ccccc1/C=C1\SC(=S)N(CC(=O)Nc2nnc(C)s2)C1=O	3	-4	-2	4	3	5	0	2	0	-0.9
COc1cc(CNc2ccc(N3CCOCC3)cc2)cc(Br)c1OC	-92	-4	7	-2	-75	-8	-14	-9	2	-0.1
Nc1nonc1OCCOCCOCCOc1nonc1N	2	0	-1	1	0	-11	5	14	-3	-0.1
CC(C)OCCCn1c(NN)nc2ccccc2c1=O	-6	8	-2	0	1	5	4	7	-2	0.5
CC(C)(C)CC(=O)Nc1nc(C(N)Cc2ccc(C(F)(F)F)cc2)cs1 (configuration not stated)	2	-8	-4	3	1	-3	0	-11	-2	0.5
O=c1c2ccccc2c(C=Nc2ccccc2O)c(O)n1-c1nccs1	-144	-6	-2	-7	-93	2	-5	4	-13	8.1
C/C(=N\NC(=O)C(O)(c1ccccc1)c1ccccc1)c1ccc(C)o1	-1	1	-1	-2	-5	4	-2	-7	1	-0.1
COc1ccc(C2N(C(C)=O)CCN2S(=O)(=O)c2ccc(C)cc2)cc1 (configuration not stated)	-2	-1	-1	-1	2	-6	0	-8	4	-0.3
C/C(CC(=O)Nc1cccc(F)c1)=N\NC(=O)C(=O)NC1CCCCC1	-3	2	-1	-4	-3	15	7	7	-1	0.0
Cc1nn(Cc2ccc(Cl)cc2)c(C)c1NC(=O)C(c1ccccc1)c1ccccc1	1	-4	0	0	2	11	-2	-3	1	0.9
COCCN(C/C=C/c1ccccc1)C/C=C/c1ccccc1	-3	1	-3	-4	2	-19	5	8	0	0.0
O=C1OCc2ccc(NS(=O)(=O)c3ccc(C(F)(F)F)cc3)cc21	0	8	2	-1	0	8	5	18	-2	0.1
Nc1cc(OC(=O)c2ccc(F)cc2)nn1S(=O)(=O)c1ccc(F)cc1	-8	-3	0	2	3	5	-2	-3	-1	-1.0
O=[N+]([O-])c1ccccc1NCc1ccc(Cl)cc1	1	4	-3	-3	2	1	2	-6	1	-0.8
CCN1C(=O)/C(=C/c2ccc(OCc3ccc(C(=O)O)cc3)c(Cl)c2)NC1=S	-11	-7	-2	-5	5	24	5	5	1	-0.4
O=C(Nc1ccc(O)cc1)c1ccc(NC(=O)C2CCCO2)cc1 (configuration not stated)	-4	-1	3	-5	1	13	-2	2	-1	-0.4
CC(C)CC(=O)OCc1cn(-c2ccccc2)nn1	6	6	5	-1	15*	-12	3	-2	6	0.0
CCCCOc1cccc(C(=O)NC(=S)Nc2cccc(NC(=O)c3ccccc3Cl)c2)c1	1	3	-2	0	1	-3	2	-3	-1	0.0
O=C(C[n+]1cc(-c2ccc(F)cc2)n2c1CCC2)Nc1nc(-c2ccc(F)cc2)cs1	8	-3	0	-2	12*	0	0	-6	2	-0.1
COc1ccc(C(=O)CCC(=O)Nc2ccc(N3CCCCC3)cc2)cc1OC	-13	3	-1	-6	-4	-18	10	-4	0	-0.4
COc1ccc(S(=O)(=O)Nc2ccccc2C(=O)NC(C)(C)C)cc1OC	-3	2	-2	-6	-3	0	6	-6	-9	-0.3
CN(C(=O)COC(=O)c1ccc(Br)o1)c1c(N)n(Cc2ccccc2)c(=O)[nH]c1=O	-5	0	-1	2	1	-8	1	2	0	0.2
Cc1cc(C)cc(N(C(=O)c2csnn2)C(C(=O)NC(C)(C)C)c2cccs2)c1 (configuration not stated)	3	-1	3	4	1	-12	-1	3	1	-0.1
NNc1nc(N)c2c(n1)-c1ccccc1CC21CCCC1	-267	3	-2	5	-220	4	5	-3	-66	3.6
N#Cc1cccc(Cn2ccc3ccc(-c4ccc5ccn(Cc6ccccc6)c5c4)cc32)c1	-77	2	0	-1	-54	.	2	.	-19	-3.4
CCOC(=O)Nc1ccc(C(=O)c2ccncc2)cc1	-2	0	3	5	-1	12	4	-10	-1	-0.2
CCN(CC)C(=O)c1cccc(-c2csc(C(O)c3ccc(F)cc3)n2)c1 (configuration not stated)	-11	9	2	3	-8	6	3	8	-2	-0.5
O=c1[nH]c(SCc2ccccc2Cl)nc2[nH]ncc12	1	0	-3	-4	2	-3	-8	-2	0	-0.2
Cc1ccc2c(CC(=O)N(CC3CCCO3)c3c(N)n(Cc4ccccc4)c(=O)[nH]c3=O)coc2c1 (configuration not stated)	-13	4	1	0	-3	2	-2	13	-7	-0.7

A stretch from further up, for reference:
SMILES	PLC-beta3 inh	Tn6 DDE FP	UHRF1 MBD2 ctr	MBD2 DNA inh	PLCg1 inh	ASAP1 GAP inh	DDE Tn7 FP inh	ARFGAP1 inh	ADAM17 inh	KLK7 zymogen act
COc1ccc(C(=O)CCC(=O)Nc2ccc(N3CCCCC3)cc2)cc1OC	-13	3	-1	-6	-4	-18	10	-4	0	-0.4
COc1ccc(S(=O)(=O)Nc2ccccc2C(=O)NC(C)(C)C)cc1OC	-3	2	-2	-6	-3	0	6	-6	-9	-0.3
CN(C(=O)COC(=O)c1ccc(Br)o1)c1c(N)n(Cc2ccccc2)c(=O)[nH]c1=O	-5	0	-1	2	1	-8	1	2	0	0.2
Cc1cc(C)cc(N(C(=O)c2csnn2)C(C(=O)NC(C)(C)C)c2cccs2)c1 (configuration not stated)	3	-1	3	4	1	-12	-1	3	1	-0.1

(continued)
SMILES	PLC-beta3 inh	Tn6 DDE FP	UHRF1 MBD2 ctr	MBD2 DNA inh	PLCg1 inh	ASAP1 GAP inh	DDE Tn7 FP inh	ARFGAP1 inh	ADAM17 inh	KLK7 zymogen act
CCOc1ccc(N=C2C(=O)Nc3ccc(C)c(Br)c32)cc1	-4	0	-10	-16	1	-1	2	6	-2	0.1
N=c1c(S(=O)(=O)c2ccc(Cl)cc2)cc2c(=O)n3ccccc3nc2n1Cc1ccco1	i	-12	-4	3	i	-2	-6	0	-485	-23
CSCCC(NC(=O)c1ccco1)C(=O)N1CC(C)OC(C)C1 (configuration not stated)	0	2	-1	4	0	-11	4	-18	-5	0.5
CCn1c(SCC(=O)OC)nnc1C1CCCCC1	-1	-7	5	2	2	7	2	7	-3	0.4
COc1ccccc1CCNC(=O)C(=O)NCC1CCCN1S(=O)(=O)c1ccccc1 (configuration not stated)	-10	4	2	4	1	7	7	-2	-3	-0.9
N#Cc1c(N)nc2c(c1-c1ccc(F)cc1)c(=O)nc1sccn12	-23	4	-1	1	-13	-5	1	-3	-5	0.9
O=C(COc1ccc(Cl)cc1)N1CCN(C(=O)c2cccs2)CC1	-5	-6	3	3	-3	-9	4	-4	-7	-0.7
CCOCCCn1c(=NC(C)=O)c(C#N)cc2c(=O)n3cccc(C)c3nc21	-212	3	-2	-3	-142	0	-9	5	i	12
Cc1ccc(C(C(=O)NCC2CCCO2)N(C(=O)c2snc(C(N)=O)c2N)c2ccc3c(c2)OCCO3)cc1 (configuration not stated)	-33	7	-2	1	-25	4	-1	0	-11	0.1
Cc1ccnc(NC(=O)Nc2ccc3c(c2)N(C)C(=O)CS3)c1	4	-2	-1	-4	4	-10	0	3	-3	-0.2
c1ccc(-c2nnnn2CCOCCn2nnnc2-c2ccccc2)cc1	0	-3	-2	1	0	4	-3	-3	-4	0.0
Cc1cccc(-n2c(O)c(/C=N/NC(=O)c3ccccc3Cl)c3ccccc3c2=O)n1	i	-3	-3	1	-493	-5	-7	1	-195	-2.0
CCN(CC)CCNC(=O)Cn1nc(Cc2ccccc2)c2ccccc2c1=O	-3	-4	1	5	-3	-8	7	9	-4	0.1
CC(=O)c1ccc(NC(=O)[C@@]2(CC(=O)O)CC(/C=C/c3ccccc3)=NO2)cc1	0	2	54*	-2	0	1	0	-2	-4	-0.6
Cc1ccc(-c2noc(CSc3nnc(-c4ccncc4)n3-c3ccc(F)cc3)n2)cc1	5	11	0	-2	-3	-3	9	4	-4	0.2
CC1Cc2ccccc2N1C(=O)c1cccnc1 (configuration not stated)	-2	-14	-1	-2	0	4	-4	-10	-3	0.6
O=C(CN1CCOCC1)Nc1ccccc1-c1ccccc1	6	-6	5	8	2	11	5	2	-3	0.6
